Pf growth 96h: P. falciparum growth inhibition at 96 hour, primary screen for plastid delayed-death inhibitors; Potency, µM (series often up to 28.7 µM), for the others: top-dose activity change, negative = inhibition, most hits filed as inhibitors; 320,000 tested, 6.9% active; P. falciparum luciferase reporter growth, 96 h
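Compounds incubated with erythrocytes infected by luciferase-expressing P. falciparum (2% hematocrit, 0.05% parasitemia final) for 96 hours, 37 C in 5% CO2. Growth inhibition scored as decreased luciferase luminescence.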
Sm TGR inh: S. mansoni TGR enzyme inhibition | Q962Y6 | 360,000 tested, 3% active | AID 485364 | Potency, µM (top dose mostly 114 µM), without a hit: at the top dose activity change, negative = inhibition, most hits filed as inhibitors | purified TGR, DTNB reduction, TNB absorbance 405 nm; further: nearly all actives have a fitted effect of over 60% in size
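First, TGR (20 nM dispensed) and NADPH were mixed with compound. Second, a 15 min room-temperature incubation followed. Third, further NADPH and then DTNB were added to start the reaction. Finally, TNB absorbance was monitored kinetically.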
HCV inhibitor: blocks hepatitis C virus; 340,000 tested, 3.4% active; Potency, µM (titrated, usually from 41.8 µM), for the others: at the highest dose activity change, negative = inhibition, actives largely listed as inhibitors; Huh7.5.1 HCVcc-Cre infection, luciferase reporter, 44 h
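Infectious HCV cell culture screen: compound-treated cells (1,000/well, pre-plated 4 h) are infected with HCVcc-Cre at roughly 0.5 moi and grown 44 h. Infection is quantified by luciferase signal after 15 min substrate incubation at room temperature.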
Pf growth 48h: inhibits P. falciparum growth in the first generation, 48 h. P. falciparum luciferase growth in erythrocytes, 48 h. Potency, µM (series often up to 28.7 µM), inactives show top-dose activity change, negative = inhibition, usual class: inhibitors. 310,000 tested, 5.9% active. AID 504832
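Growth was read as firefly luciferase luminescence after a 48 h, 37 C, 5% CO2 exposure of compounds to reporter-bearing P. falciparum cultures (0.1% parasitemia, 2% hematocrit final) in Albumax-supplemented RPMI 1640.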
LmPK inhibitor: blocks Leishmania mexicana pyruvate kinase activity; Potency, µM (series often up to 57.5 µM), without a hit: top-dose activity change, negative = inhibition, most hits filed as inhibitors; purified LmPK, Kinase-Glo ATP luminescence, 1 h; Q27686; 290,000 tested, 0.37% active
Target sequence (Q27686 whole entry, looked up): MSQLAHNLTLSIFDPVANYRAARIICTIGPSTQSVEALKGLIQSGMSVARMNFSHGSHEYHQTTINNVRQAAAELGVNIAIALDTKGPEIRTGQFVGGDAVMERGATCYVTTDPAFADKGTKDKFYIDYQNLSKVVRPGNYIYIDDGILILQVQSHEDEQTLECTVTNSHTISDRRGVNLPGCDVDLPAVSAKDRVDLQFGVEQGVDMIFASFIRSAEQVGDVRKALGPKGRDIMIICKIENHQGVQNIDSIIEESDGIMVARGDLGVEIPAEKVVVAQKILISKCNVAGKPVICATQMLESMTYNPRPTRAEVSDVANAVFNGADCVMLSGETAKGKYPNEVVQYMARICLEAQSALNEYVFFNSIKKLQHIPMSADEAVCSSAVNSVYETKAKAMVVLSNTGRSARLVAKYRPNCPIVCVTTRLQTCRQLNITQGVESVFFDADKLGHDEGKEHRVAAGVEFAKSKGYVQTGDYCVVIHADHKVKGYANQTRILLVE
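qHTS format; LmPK 0.1 nM; substrates PEP 0.5 mM and ADP 0.1 mM. One-hour room-temperature incubation, then coupled luciferase luminescence; 0.5 nM enzyme wells mark activation.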
Tb PYK inh: blocks Trypanosoma brucei pyruvate kinase; TbPYK enzyme, Kinase-Glo Plus ATP luminescence, 45 min; Potency, µM (highest dose often 76.8 µM), inactives show top-dose activity, negative = inhibition, usual class: inhibitors; 410,000 tested, 0.12% active; Q57TT1; further: nearly all actives have a fitted effect of over 50% in size
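TbPYK + substrate in 50 mM TEA pH 7.2, 100 mM KCl, 10 mM MgCl2, 0.05% BSA, 0.01% Tween-20; cpd pinned; ADP 130 uM final; 45 min RT; Kinase-Glo Plus 10 min; luminescence endpoint.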
Active calls of the source: *; u = inconclusive; x = not tested or not shown; & = joins results of further samples; [ ] = another dose, or the depositor's remark. The call rests on the fitted dose curve; in most records, active means well fitted curve in the direction sought with a large enough effect; inconclusive means small, poorly fitted or top-dose-only effect, or another doubt; inactive means no such curve, though single readings can be large; an effect the other way counts as inactive or inconclusive. On the % scale 0 is the no-effect control and ±100 the full control effect; potency means the concentration at half of the fitted maximal effect.

SMILES	Pf growth 96h	Sm TGR inh	HCV inhibitor	Pf growth 48h	LmPK inhibitor	Tb PYK inh
O=C(CN1CCN(c2nc(-c3ccc(F)cc3)cs2)CC1)Nc1ccc2c(c1)OCO2	x	-12%	-8%	-23%	2%	-5%
CCCN(C(=O)CCNC(=O)Cn1cnc2ccccc2c1=O)c1cccc(C)c1	u	4%&11%	15%	6%	2%	0%&-2%
CN1CCN(CC(O)c2ccccc2)CC1 (configuration not stated)	35%[activator]	0%	x	9%	-1%	x
NCC(=O)c1cccc2ccc[n+]([O-])c12	36%[activator]	14%	-1%	19%	-2%	-3%
COc1ccc(OC)c(NC(=O)CCN2CCN(CCO)CC2)c1	3%	-21%	11%	-5%	5%	-2%
COc1cc(NC(=O)CCn2c(=S)oc3ccccc32)cc(OC)c1OC	0%	-1%	u	u	8%	-1%
COc1ccc(CCN2C(=O)CC(NNC(=O)c3ccccc3Br)C2=O)cc1OC (configuration not stated)	-21%	-3%	12%	-14%	-2%	0%
Cc1c(CN(C)C(=O)/C=C/c2ccc([N+](=O)[O-])cc2)cnn1C	244%[activator]	1%	0%	-2%	2%	9%
C[C@]12CC[C@@H]3c4ccc(O)cc4CC[C@H]3[C@@H]1CCC2=O	13µM*	2%	-8%[8.37 µM]	u	5%	1%
CCCNC(=O)N1CCN(c2ncccn2)CC1	u	9%	11%	-1%	-5%	-7%
NC(=O)C1CCN(C(=O)c2cc3ccccn3n2)CC1	1%	0%	19%	x	2%	1%
Cc1ccc(NC(=O)CN(C)C2CCCCC2)cc1Cl	u	8%	-28%	-15%	-6%	-4%
COc1cccc(CSCC(=O)NCCc2ccccc2)c1OC	31%[activator]	9%	-12%	5%	0%	-3%
CCCCNC(=O)CSc1nc2n[nH]c(C)c2c(=N)n1-c1cccc(Cl)c1C	-23%	13%&-4%	16µM*	u	0%	-2%&2%
CC(c1ccco1)N(C(=O)CSc1ccc(Br)cc1)c1ccccn1 (configuration not stated)	u	u	u	-21%	6%	0%
CCCCCn1c(SCC(=O)OC)nc2c1c(=O)[nH]c(=O)n2C	-15%	3%	-16%	x	-1%	1%
Cc1ccc(N2C(=O)C3C(C2=O)C2C=CC3C23CC3)c([N+](=O)[O-])c1 (configuration not stated)	-13%	2%	3%	-2%	-3%	-1%
COc1ccc(C(=O)/C(C)=N/O)cc1OC	x	5%	18%	0%	0%	0%
CC(=O)N1N=C(c2cccs2)CC1c1cc2cc(C)ccc2nc1Cl (configuration not stated)	3%	5%	1%	13%	8%	6%
Cc1ccccc1CSc1nnc(NC(=O)Cc2cccs2)s1	33%[activator]	-15%	-6%	13%	1%	9%
CC(OC(=O)c1ccc(Cl)c([N+](=O)[O-])c1)C(=O)N1CCN(Cc2ccccc2)CC1 (configuration not stated)	u	-14%	u	12µM*	x	-2%
Cc1oc2ccc(OCc3c(F)cccc3Cl)cc2c1C(=O)O	-2%	-28%	6%	6%	-1%	0%
CCCn1cc(SCC(=O)NC2CCCC2)c2ccccc21	u	-7%	-13%	9.3µM*	4%	-5%
Cc1cc2nc(SC(C)C(=O)O)[nH]c2cc1C (configuration not stated)	u	1%	20%	4%	-7%	-10%
CC(C(=O)Nc1ccc(C(=O)O)c(O)c1)N1C(=O)/C(=C\c2ccco2)SC1=S (configuration not stated)	-19%	7.1µM*	12%	2%	20%	u
COC(=O)C1C(=O)c2c([nH]c(C(=O)OC3CCCC3)c2C)CC1C (configuration not stated)	x	-3%	u	26%	0%	1%
Cc1nc2scc(C)n2c(=O)c1S(=O)(=O)N1CCN(c2ccccc2F)CC1	14%	-11%	7%	4%	-1%	17%
O=C(c1ccccc1)N1CCN=C1c1ccccc1	12µM*	0%	6%	-11%	-4%	1%
Cc1cc(N2C(=O)CC(N3CCC(n4c(=O)[nH]c5ccccc54)CC3)C2=O)no1 (configuration not stated)	x	22µM*	15%	-2%	-3%	-28%
Cc1cc(C)n2c(SCC(=O)NCc3ccc4c(c3)OCO4)nnc2n1	-17%	-2%	3%	-9%	2%	-12%
COc1ccc(Nc2nc(C(=O)N3CCc4ccccc4C3)cs2)cc1	-27%	8%	-17%	u	0%	0%
CCC1(CC)C(=O)NC(=O)N(C)C1=O	10%	x	x	10%	x	-7%
NC1=NC[C@H](c2ccccc2)N1CCCCC1CCCCC1	u	8%	-8%	u	5%	0%
O=C(O)c1ccc(N2CCCS2(=O)=O)cc1	55%[activator]	-1%	10%	26%	1%	-1%
CC(C)c1ccc(NC(=O)C2CCN(S(=O)(=O)c3ccc4c(c3)NC(=O)CO4)CC2)cc1	7%	-3%	u	u	-5%	1%
CCCCCn1c(=O)c(C(=O)Nc2ccccc2Cl)c(O)c2ccccc21	u	1%	22%	0%	1%	2%
COc1ccc(CN(CCCN2CCOCC2)C(=O)Nc2ccccc2)cc1OC	x	-13%	-5%	-7%	-7%	-2%
Cc1cc2ncn(N)c2cc1C	x	-7%	1%	12%	-1%	2%
CCN(CC)C(=O)COc1coc(CN2CCN(c3ccc(F)cc3)CC2)cc1=O	u	-1%	3%	9%	-8%	-5%
COc1ccc(OCCNc2c([N+](=O)[O-])c(=O)oc3ccccc23)cc1	u	-9%	-19%	-3%	2%	4%
COc1ccccc1/C=N/NC(=O)C(C)Cn1cnc2ccccc21 (configuration not stated)	34%[activator]	-8%	-1%	28%	5%	-4%
Cn1c(SCC(=O)N/N=C/C=C/c2ccccc2[N+](=O)[O-])nc2ccccc21	20%	-11%	u	-1%	0%	1%
CN(c1ccc(C(=O)N2CCCCCC2)cc1)S(=O)(=O)c1ccccc1	u	-12%	u	u	x	4%
CN1CCN(CC(=O)NC2CCCCC2)CC1	-3%	-2%	7%	x	4%	-1%
CCCCNC(=O)NC(C(N)=O)P(=O)(OCC)OCC (configuration not stated)	26%	6%	12%	27%	-3%	1%
NC(=O)[C@@H]1CCCN1Cc1nc(Cc2ccccc2Cl)no1	3.7µM*	16%	13%	2%	-1%	2%
COc1ccccc1NC(=O)C1=C(C)N(c2ccccc2)C(=S)NC1c1cccc(C(F)(F)F)c1 (configuration not stated)	u	-26%	u	x	0%	11%
CCOC(=O)c1[nH]c2ccc(F)cc2c1N=C(C)N(CC)CC	u	-2%	1%	-18%	5%	-4%
Cc1nc(N2CCN(C(c3ccccc3)c3ccccc3)CC2)nc2c1C(=O)CCC2	u	-1%	x	-1%	9%	x
COc1ccc(-c2nc3cnccn3c2NC(C)(C)CC(C)(C)C)cc1O	26%	2%	-27%	u	1%	-1%
O=C(CCc1nnc(CCCCc2ccccc2)o1)NCCc1cccnc1	u	3%	20%	-12%	-1%	-1%
O=c1c(C(c2ccccc2)c2c(O)nc3n(c2=O)CCCS3)c(O)nc2n1CCCS2	-13%	4.5µM*	20%	11%	5%	-9%
Cc1ccc(S(=O)(=O)NCCC(=O)NCC(c2cccs2)N2CCOCC2)cc1 (configuration not stated)	-1%	-1%	8%[8.37 µM]	-3%	x	-10%
O=C(NCCCNC(=O)c1ccc(Cl)cc1Cl)c1ccco1	14%	6%	-6%	-16%	0%	1%
CC(NC(=O)c1sc2cc([N+](=O)[O-])ccc2c1Cl)C(C)(C)C (configuration not stated)	-17%	-12%	12%	u	9%	u
Cc1ccccc1CSc1nnc(-c2ccco2)n1Cc1ccco1	0%[5.75 µM]	u	-20%	0%	4%	-11%
Cc1ccc(S(=O)(=O)N2CCN(S(=O)(=O)N3CCC(C)CC3)CC2)cc1C	14%	-3%	-25%	-11%	5%	0%
CCOc1ccccc1Nc1cc2n(c(=O)n1)CCc1cc(OC)c(OC)cc1-2	u	5%	-19%	u	4%	-1%
Cc1ccccc1CC(=O)Nc1cc(C(C)(C)C)on1	u	-24%	-10%	19%	4%	-1%
CCC(=O)Nc1ccc(C(=O)COC(=O)C(CCSC)NC(=O)COc2ccccc2)cc1 (configuration not stated)	40%[activator]	-3%	1%	3%	x	2%

Some of the entries above in another layout.
SMILES,Pf growth 96h,Sm TGR inh,HCV inhibitor,Pf growth 48h,LmPK inhibitor,Tb PYK inh
CN(c1ccc(C(=O)N2CCCCCC2)cc1)S(=O)(=O)c1ccccc1,u,-12%,u,u,x,4%
CN1CCN(CC(=O)NC2CCCCC2)CC1,-3%,-2%,7%,x,4%,-1%
CCCCNC(=O)NC(C(N)=O)P(=O)(OCC)OCC (configuration not stated),26%,6%,12%,27%,-3%,1%
NC(=O)[C@@H]1CCCN1Cc1nc(Cc2ccccc2Cl)no1,3.7µM*,16%,13%,2%,-1%,2%
COc1ccccc1NC(=O)C1=C(C)N(c2ccccc2)C(=S)NC1c1cccc(C(F)(F)F)c1 (configuration not stated),u,-26%,u,x,0%,11%
CCOC(=O)c1[nH]c2ccc(F)cc2c1N=C(C)N(CC)CC,u,-2%,1%,-18%,5%,-4%
Cc1nc(N2CCN(C(c3ccccc3)c3ccccc3)CC2)nc2c1C(=O)CCC2,u,-1%,x,-1%,9%,x
COc1ccc(-c2nc3cnccn3c2NC(C)(C)CC(C)(C)C)cc1O,26%,2%,-27%,u,1%,-1%
O=C(CCc1nnc(CCCCc2ccccc2)o1)NCCc1cccnc1,u,3%,20%,-12%,-1%,-1%
O=c1c(C(c2ccccc2)c2c(O)nc3n(c2=O)CCCS3)c(O)nc2n1CCCS2,-13%,4.5µM*,20%,11%,5%,-9%
Cc1ccc(S(=O)(=O)NCCC(=O)NCC(c2cccs2)N2CCOCC2)cc1 (configuration not stated),-1%,-1%,8%[8.37 µM],-3%,x,-10%
O=C(NCCCNC(=O)c1ccc(Cl)cc1Cl)c1ccco1,14%,6%,-6%,-16%,0%,1%
CC(NC(=O)c1sc2cc([N+](=O)[O-])ccc2c1Cl)C(C)(C)C (configuration not stated),-17%,-12%,12%,u,9%,u
Cc1ccccc1CSc1nnc(-c2ccco2)n1Cc1ccco1,0%[5.75 µM],u,-20%,0%,4%,-11%
Cc1ccc(S(=O)(=O)N2CCN(S(=O)(=O)N3CCC(C)CC3)CC2)cc1C,14%,-3%,-25%,-11%,5%,0%
CCOc1ccccc1Nc1cc2n(c(=O)n1)CCc1cc(OC)c(OC)cc1-2,u,5%,-19%,u,4%,-1%

Carrying on.
SMILES	Pf growth 96h	Sm TGR inh	HCV inhibitor	Pf growth 48h	LmPK inhibitor	Tb PYK inh
CSc1nsc(SCC(=O)NCc2ccc(C)cc2)n1	-19%	3%	17%	4%	-1%	-2%
CN(C)CCN1C(=O)c2oc3ccccc3c(=O)c2C1c1ccccc1 (configuration not stated)	x	9%	x	-4%	-2%	x
COc1ccc(Br)cc1CN1CCN(Cc2c[nH]c3ccccc23)CC1	5%	-11%	u	u	-5%	-16%
COc1nc(C)ccc1-c1noc(-c2cccs2)n1	65%[activator]	13%	u	52%[activator]	-11%	-8%
CCOC(=O)Nc1ccc2nc(N3CCCCCC3)sc2c1	164%[activator]	-1%	u	111%[activator]	-1%	4%
CC(C)=NN1C(c2nonc2N)=NOC1(C)C	32%	8%	2%	57%[activator]	7%	u
Cc1cccc(-n2c(CCn3nc(C)c([N+](=O)[O-])c3C)n[nH]c2=S)c1	x	-4%	-8%	4%	u	8.9µM*
O=C(c1ccc2nc[nH]c2c1)N1CCN(c2cccc(C(F)(F)F)c2)CC1	-18%	-10%	u	13%	-8%	-2%
Cc1cccc(N2CCCn3c2nc2c3c(=O)n(CC(=O)OCc3ccccc3)c(=O)n2C)c1	u	3%	x	11%	3%	x
C=CCN1C(=O)C(C)S/C1=N\S(=O)(=O)c1ccc(Cl)cc1 (configuration not stated)	-14%	-4%	10%	10%	-2%	-20%

From PubChem
